# ssDAF12 agonist: S. stercoralis DAF-12 activation, primary screen | HEK293 ssDAF-12/GRIP1 lit1-tk-luc reporter, luminescence; % of 3 µM dafachronic acid response | activation, % at 6.8 µM | hit rate 1% among 370,000 | AID 652126;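 active means activation above the mean over all tested compounds plus 3 SD, cut at about 0.9% in these data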;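 further: 0% = DMSO-only wells and 100% = 3 µM delta7-dafachronic acid wells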
# hgDAF12 agonist: agonists of H. glycines DAF-12 nuclear receptor; HEK293 GAL4-hgDAF12 UAS-luciferase reporter, agonist luminescence; normalized to butyrate control; activation, % at 6.8 µM; hit rate 1.8% among 370,000;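 active means activation above a cutoff set at the mean of all screened compounds plus 3 SD, cut at about 10% in these data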;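 further: 0% = DMSO wells and 100% = sodium butyrate wells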
# SMARCA2 activ: SMARCA2 function activation, primary screen | MG213 cells, MMTV-luciferase reporter, dexamethasone, overnight | activation, % at 9.1 µM | hit rate 1% among 370,000 | AID 652017; in the data active means activation above about 7.8%;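 further: 0% = vehicle wells and 100% = reference activator wells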
# PG9 Ab binder: PG9 antibody binding by small molecule. hit rate 0.43% among 360,000. inhibition, % at 6.7 µM. TR-FRET gp120-PG9 antibody binding; in the data active means inhibition above about 8.5%
# NR1D1 modulator: modulates human Rev-erb alpha binding to DNA | Rev-erbα–FITC-DNA binding, fluorescence polarization, 90 min | activity, % at 10 µM | hit rate 0.79% among 370,000;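 active means activity above about 14%, limit read from the data; passing the limit was not always enough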;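 further: 0% = DMSO wells with 35 nM protein and 100% = DMSO wells with 750 nM protein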
# Target sequence (P20393 whole entry, looked up): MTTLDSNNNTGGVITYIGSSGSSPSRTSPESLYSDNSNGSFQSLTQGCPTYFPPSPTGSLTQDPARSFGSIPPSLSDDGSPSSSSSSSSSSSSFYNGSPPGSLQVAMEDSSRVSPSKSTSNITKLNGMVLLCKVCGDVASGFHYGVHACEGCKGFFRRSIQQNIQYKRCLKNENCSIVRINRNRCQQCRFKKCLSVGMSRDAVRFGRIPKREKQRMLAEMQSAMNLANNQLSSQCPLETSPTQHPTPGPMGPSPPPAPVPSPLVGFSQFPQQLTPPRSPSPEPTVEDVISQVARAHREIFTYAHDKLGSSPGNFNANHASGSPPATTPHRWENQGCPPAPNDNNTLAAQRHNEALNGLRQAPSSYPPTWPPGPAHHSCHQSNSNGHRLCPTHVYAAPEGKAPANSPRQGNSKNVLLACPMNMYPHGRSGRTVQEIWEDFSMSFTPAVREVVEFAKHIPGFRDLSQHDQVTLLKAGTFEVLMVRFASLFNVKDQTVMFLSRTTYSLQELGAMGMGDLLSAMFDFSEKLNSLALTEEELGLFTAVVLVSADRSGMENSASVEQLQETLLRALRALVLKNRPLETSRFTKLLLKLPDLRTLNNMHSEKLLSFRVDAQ
# sPLA2-III inh: Blocks human group III sPLA2 activity | QFRET BODIPY PC-A2 liposome hydrolysis, fluorescence | Q9NZ20 | hit rate 0.56% among 370,000 | AID 743126 | inhibition, % at 12.2 µM;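 active means inhibition above mean plus 3 SD of compounds lying within the high and low control bounds, cut at about 19% in these data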;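 further: 0% = median of test compound wells and 100% = no enzyme DMSO wells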
# hcDAF-12 act: activates DAF-12 receptor from parasite H. contortus | HEK293 hcDAF-12 lit1-tk-luc reporter, luminescence; 0% DMSO, 100% Δ7-dafachronic acid | activation, % at 6.8 µM | hit rate 1.4% among 370,000;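 active means activation above the mean of all tested compounds plus 3 SD, cut at about 5.5% in these data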;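 further: 100% = response to 3 µM Δ7-dafachronic acid high control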
# DAX1 inh-1: DAX1 (NR0B1) inhibition, primary screen. inhibition, % at 6.8 µM. hit rate 1.1% among 370,000. AID 652010. HEK293T StAR-luciferase reporter, SF-1/DAX-1 repression relief;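 active means inhibition above the mean over all tested compounds plus 3 SD, cut at about 3.6% in these data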;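 further: 0% = DAX-1 cells with DMSO and 100% = cells lacking DAX-1 with DMSO; higher inhibition means more luminescence from relief of DAX-1 repression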
# GAA850 FXN act: frataxin GAA850 promoter activation | HEK293 lucGAA850 FXN promoter luciferase reporter, 24 h; percent of 10 µM SAHA response | activation, % at 6 µM | hit rate 0.56% among 360,000 | AID 540364;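 active means activation above the average of all compounds screened plus 3 SD, cutoff fixed separately per campaign, cut at about 7.5% in these data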;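 further: 0% = DMSO wells and 100% = 10 µM SAHA wells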
# PLC-beta3 inh: blocks human PLC-beta3 enzyme activity. hit rate 0.18% among 370,000. inhibition, % at 12.2 µM. Purified PLC-beta3, fluorogenic substrate, fluorescence. AID 720704. Q01970; in the data active means inhibition above about 11%;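 further: 0% = median of compound wells on plate and 100% = full blocker control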
# DAX1 inh-2: inhibits human nuclear receptor DAX1; hit rate 0.99% among 340,000; HEK293 Gal4-DAX1 luciferase reporter, luminescence; inhibition, % at 6.75 µM; AID 504766;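 active means inhibition above the mean over all tested compounds plus 3 SD, cut at about 4.2% in these data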;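 further: 0% = DAX1-transfected cells with DMSO and 100% = empty-vector control cells with DMSO; inhibition shows as a rise in luminescence from relieved DAX1 repression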
# Target sequence (P51843 207-470 limits assumed): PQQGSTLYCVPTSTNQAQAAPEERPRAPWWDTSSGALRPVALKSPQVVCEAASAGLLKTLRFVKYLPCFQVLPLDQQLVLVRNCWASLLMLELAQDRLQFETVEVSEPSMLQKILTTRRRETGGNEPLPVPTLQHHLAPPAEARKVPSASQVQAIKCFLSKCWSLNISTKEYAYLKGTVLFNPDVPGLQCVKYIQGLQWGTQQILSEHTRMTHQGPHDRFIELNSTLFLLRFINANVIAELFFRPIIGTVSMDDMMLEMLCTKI
# Starred values were filed as active, the others as inactive; x = not tested or not shown.
SMILES,ssDAF12 agonist,hgDAF12 agonist,SMARCA2 activ,PG9 Ab binder,NR1D1 modulator,sPLA2-III inh,hcDAF-12 act,DAX1 inh-1,GAA850 FXN act,PLC-beta3 inh,DAX1 inh-2
CCOc1ccc(S(=O)(=O)N2CCN(CC)CC2)cc1NC(=O)c1ccccc1F,-1.6,-2.2,-5,0.1,4,-16,-0.6,-0.1,-1.0,-1,-2.5
CC(=O)[C@H]1CC[C@H]2[C@@H]3CC=C4C[C@@H](OS(=O)(=O)O)CC[C@]4(C)[C@H]3CC[C@]12C,-1.6,0.1,-5,-0.1,-5,-13,0.6,-0.8,0.4,2,-0.7
CCOc1ccccc1C1C(C#N)=C(SCC(=O)OC)NC(=O)C1C(=O)OC (stereo not drawn),-1.1,-1.3,-2,0.6,4,-5,0.0,0.4,-0.4,1,1.6
O=C(CN1CCN(S(=O)(=O)c2ccccc2[N+](=O)[O-])CC1)NC(=O)NCc1ccco1,-1.5,1.3,-1,-0.1,2,-6,-0.6,0.5,-1.8,1,0.6
O=C(O)c1cc(S(=O)(=O)N2CCCCC2)ccc1N1CCCC1,-1.2,-2.3,1,2.3,-1,5,-1.4,0.8,-0.9,-37,0.2
COc1ccc(CSc2nnnn2-c2ccc(C(=O)O)cc2)cc1,-1.3,1.2,0,-2.6,8,-6,-2.5,-0.8,1.7,-3,-0.3
Brc1ccc2[nH]c3c(NCc4ccccn4)ncnc3c2c1,-2.0,-0.9,-2,1.8,-3,-7,-3.6,-0.9,1.1,-4,x
COc1ccc(-c2[nH]ncc2CN(C)C(C)c2ccon2)cc1F (stereo not drawn),-1.0,-1.9,-6,0.5,6,9,-2.3,0.8,-0.6,0,-1.4
Cc1cccc(-c2nnn(Cc3nnc(NC(=O)c4ccccc4)s3)n2)c1,-0.2,-0.2,1,2.8,-1,-5,-2.0,-0.6,1.6,8,-0.4
Cc1ccc(C(=O)NCC(=O)N(C)Cc2ccccc2C)s1,-0.6,3.8,-2,-0.4,-2,8,1.5,0.5,3.1,0,1.0
CC(C)(C)c1cc(NC(=O)C2(C)CCN2C(=O)c2ccccc2CCc2ccccc2)no1 (stereo not drawn),-0.5,1.4,-6,-1.9,7,-1,3.5,2.0,-0.6,10,x
Cc1nnc(SCC(=O)N(C2CCCCC2)C2CCS(=O)(=O)C2)n1C (stereo not drawn),-1.5,-2.3,-4,-1.5,2,11,0.6,0.5,-0.4,-7,0.1
CC1CCN(c2c(NCc3ccc(C(=O)NCCc4ccc(Cl)cc4)cc3)c(=O)c2=O)CC1,-1.8,0.2,3,-1.5,0,1,0.7,0.4,1.9,2,0.2
O=C(Nc1ccccc1[N+](=O)[O-])NC1CCCCN(Cc2cccc(Cl)c2)C1=O (stereo not drawn),-1.7,0.2,-4,x,11,0,0.3,0.1,x,1,x
CC(=O)Nc1nnc(C)s1,-1.2,1.5,-2,1.9,1,13,-0.5,0.1,0.3,3,1.3

# An excerpt from above in order of molecular weight, largest number first:
SMILES,ssDAF12 agonist,hgDAF12 agonist,SMARCA2 activ,PG9 Ab binder,NR1D1 modulator,sPLA2-III inh,hcDAF-12 act,DAX1 inh-1,GAA850 FXN act,PLC-beta3 inh,DAX1 inh-2
CC1CCN(c2c(NCc3ccc(C(=O)NCCc4ccc(Cl)cc4)cc3)c(=O)c2=O)CC1,-1.8,0.2,3,-1.5,0,1,0.7,0.4,1.9,2,0.2
CC(=O)[C@H]1CC[C@H]2[C@@H]3CC=C4C[C@@H](OS(=O)(=O)O)CC[C@]4(C)[C@H]3CC[C@]12C,-1.6,0.1,-5,-0.1,-5,-13,0.6,-0.8,0.4,2,-0.7
COc1ccc(CSc2nnnn2-c2ccc(C(=O)O)cc2)cc1,-1.3,1.2,0,-2.6,8,-6,-2.5,-0.8,1.7,-3,-0.3

# (more compounds)
SMILES,ssDAF12 agonist,hgDAF12 agonist,SMARCA2 activ,PG9 Ab binder,NR1D1 modulator,sPLA2-III inh,hcDAF-12 act,DAX1 inh-1,GAA850 FXN act,PLC-beta3 inh,DAX1 inh-2
Cc1ccc(S(=O)(=O)CCC(=O)OCC(=O)NC(=O)c2ccccc2)cc1,-1.0,0.1,-1,-1.7,0,-1,-0.7,0.4,1.1,-3,-0.2
CCOC(=O)CNC(=O)CSc1nnc(NC(=O)c2ccc3c(c2)OCO3)s1,-0.7,4.3,2,-0.5,-8,3,3.8,2.2,2.8,-3,-0.1
COC(=O)c1cc2c(c3c4cc(F)ccc4n(S(=O)(=O)c4ccccc4)c13)C(=O)N(Cc1ccco1)C2,-0.7,-1.7,6,-0.9,5,2,0.8,-2.1,x,-24,x
N#C/C(=C/c1cn(-c2ccccc2)nc1-c1cccc(S(=O)(=O)N2CCCC2)c1)C(=O)NCc1ccco1,-1.7,-6.0,-3,0.0,0,4,-2.7,-0.2,-1.5,-12,-2.1
Cc1nn(C)c(Oc2ccccc2)c1CCNS(=O)(=O)c1ccc(F)cc1,-1.8,-3.3,0,-1.4,7,-19,-3.0,-1.5,-0.2,3,-2.7
CC(COc1ccccc1)CN1CCC(C(O)(c2ccccc2)c2ccccc2)CC1 (stereo not drawn),-1.6,-2.6,-2,x,-4,-10,-2.5,-0.9,x,5,x
CSCCC(NC(=O)c1ccco1)C(=O)NCCc1ccc(Cl)cc1 (stereo not drawn),-1.1,-1.1,2,-0.6,4,-4,-2.1,-0.2,-0.3,1,0.9
Cn1cc(CN2CCN(c3ccc(Cl)cn3)CC2)c(-c2ccccc2F)n1,-1.7,-3.5,-3,-2.7,0,-12,-1.0,-0.7,2.3,-8,-1.5
Cc1ccccc1OCC(=O)Nc1nc2ccccc2[nH]1,-2.2,2.4,1,-1.1,4,-3,-0.8,1.6,0.4,-5,0.1
COC(=O)c1ccccc1NC(=O)CNC(=O)c1ccc(OC)cc1,-0.3,0.1,-3,-2.2,1,1,-2.9,-0.4,1.6,-5,1.0
COC(=O)[C@]12C[C@H](CC(=O)NCCC(C)C)C(=O)N(Cc3cccc4ccccc34)C1=C[C@H](C(C)(C)C)O[C@@H]2C,-1.5,2.8,-4,x,5,-5,-0.3,-0.2,x,2,x
O=[N+]([O-])c1ccccc1Oc1cnc2ccccc2n1,-1.1,-0.4,-1,-0.8,2,2,1.1,-1.4,2.1,3,0.0
CCOC(=O)c1c(NC(=O)Cn2nc(C(F)(F)F)cc2C)sc(C)c1C,-1.4,-0.2,-3,0.7,2,0,-1.1,-0.2,0.2,0,3.0
CC(=O)N1CCN(Cc2cc(=O)oc3cc(C)c(C)cc23)CC1,-1.2,-2.9,2,0.2,-11,1,0.5,-1.8,x,0,x
CC1(C)CC(=O)c2cnc(N)nc2C1,-1.2,-2.0,-3,6.2,-3,0,0.3,0.2,0.0,-3,-0.6

# The list goes on, overlapping the part above by 2 compounds.
SMILES,ssDAF12 agonist,hgDAF12 agonist,SMARCA2 activ,PG9 Ab binder,NR1D1 modulator,sPLA2-III inh,hcDAF-12 act,DAX1 inh-1,GAA850 FXN act,PLC-beta3 inh,DAX1 inh-2
CC(=O)N1CCN(Cc2cc(=O)oc3cc(C)c(C)cc23)CC1,-1.2,-2.9,2,0.2,-11,1,0.5,-1.8,x,0,x
CC1(C)CC(=O)c2cnc(N)nc2C1,-1.2,-2.0,-3,6.2,-3,0,0.3,0.2,0.0,-3,-0.6
Cc1ccccc1CN1CCC(N2CCC(C(=O)NCC3CCCO3)CC2)CC1 (stereo not drawn),-0.8,0.2,3,-2.1,-2,-4,2.9,0.5,2.4,-8,0.1
O=C(NCc1ccccc1)C1=C[C@@H](c2csc3ccccc23)C[C@@H](OCCCCO)O1,-1.2,-8.8,-1,-3.0,-6,-5,-1.9,-1.3,x,-9,x
O=C(ONc1ccc(N=NC(=O)c2ccccc2O)cc1)c1ccccc1,-0.7,-0.4,3,1.1,-4,5,-0.9,1.2,4.4,5,1.0
CCOC(=O)c1cc(-c2ccccc2C)nn1CC1CC(c2cccnc2)=NO1 (stereo not drawn),-1.7,-2.2,-1,1.2,-3,-7,-2.2,-0.1,-1.5,1,1.1
O=C1CCC([N+](=O)[O-])C(c2ccc(Br)cc2)N1 (stereo not drawn),-1.5,0.9,0,1.1,1,2,-2.9,0.1,0.3,3,-0.1
COc1ccc(C(=O)NCCn2cc(SCC(=O)N3CCOCC3)c3ccccc32)cc1,-1.6,1.0,-3,-1.1,-1,4,-1.0,-0.5,-3.6,3,-1.6
CC(=O)Nc1ccc(NC(=O)CSc2nnc(-c3ccccc3)n2Cc2ccc3c(c2)OCO3)cc1,-1.4,-1.4,-4,0.4,0,1,-1.7,0.3,-2.7,1,-0.7
COc1ccccc1CN(C)C(=O)CN1CCN(C(=O)c2cccs2)CC1,-0.9,2.1,-1,-1.5,-7,5,-0.2,0.8,2.6,-6,0.3
OC(COc1ccc(-c2ccccc2)cc1)CN1CCCCC1 (stereo not drawn),0.8,0.9,-4,0.2,-6,-9,-0.8,-0.4,0.3,1,1.4
COC(=O)[C@H](C(C)C)N(CCCc1cn(CC2CCCCC2)nn1)S(=O)(=O)c1ccc(F)cc1Br,-1.4,-0.6,-3,x,11,-16,-4.4,-1.2,x,6,x
COc1ccc(NC(=O)c2ccc(OC)c(S(=O)(=O)N3CCCCC3C)c2)cn1 (stereo not drawn),-1.6,-1.4,-1,2.1,1,8,-1.4,-1.1,1.0,-3,0.0
CCOC(=O)C1CN(S(=O)(=O)c2ccccc2)C1,-1.0,-0.1,-2,0.5,-6,-2,-0.7,-0.3,-0.3,-2,-0.6
CC(=O)c1cc(Cl)ccc1OC(=O)c1ccco1,-1.5,-0.2,-1,2.9,1,-6,1.5,-0.8,0.8,0,-0.4
O=C(Nc1ccccc1)c1cc(C2CCCCN2C(=O)c2ccccc2)on1 (stereo not drawn),-1.8,-1.9,-1,-0.9,0,-4,-2.3,-1.2,-1.2,1,x
N#Cc1nc(COc2ccccc2)oc1N1CCCCCC1,-1.4,1.1,1,0.8,-4,-1,-1.9,0.0,2.0,-8,1.1
N#C/C(=C\N1CCOCC1)C(N)=O,-0.3,-1.7,7,-1.4,2,-1,-0.2,-0.5,-0.5,-4,x
Nc1cc(-c2ccccc2)n2c(n1)nc1ccccc12,-1.0,-1.4,-1,-0.8,1,1,-1.0,-0.5,6.2,-55,2.2
COc1ccc(C(CC(=O)O)NC(=O)C2CCCCC2)cc1 (stereo not drawn),-0.1,-0.3,-1,-0.9,-6,1,1.6,0.3,-1.0,2,0.7
FC(F)(F)c1cccc(N2CCN(Cc3cccnc3)CC2)c1,-0.9,-0.3,-1,0.3,-1,1,-1.0,-0.3,3.2,0,-0.1
Nc1cc(Cl)ccc1C(=O)OCC(=O)NC1CCCCCCC1,-1.3,4.5,0,0.0,-9,2,0.0,-0.3,1.4,-79,-0.1
O=C(CCc1ccccc1)N[C@H]1C(=O)CCC[C@]12C(=O)N(Cc1ccccc1)c1ccccc12,-1.5,-2.5,0,x,1,-6,-0.9,-0.9,x,2,x
Clc1ccc(Nc2ccccc2)nn1,-0.2,3.5,0,0.6,-11,-8,-0.4,-0.3,0.8,4,0.7
CN(C(=O)COC(=O)c1ccc(C(C)(C)C)cc1)C1CCS(=O)(=O)C1 (stereo not drawn),-1.6,4.4,-1,-1.4,-5,2,-2.2,-0.6,0.2,3,0.2

# Compound activity as filed in PubChem.
